Source: PubChem (University of Kansas High Throughput Screening Laboratory)
mHTT CaM bind: mutant huntingtin-calmodulin interaction inhibitors – biochemical, AlphaScreen, primary screen; P42858; AlphaScreen His-mHTT/GST-CaM binding, luminescence; inhibition, % at 15 µM; 3.6% of 190,000 active; AID 1671202, 2021;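 further: 0% = both proteins with DMSO and 100% = one protein alone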
Pf apPOL inh: Pf-apPOL inhibitors, biochemical, fluorescence. Recombinant Pf-apPOL, molecular beacon fluorescence, 1.5 h. inhibition, % at 10 µM. 0.25% of 210,000 active
The depositor's hits bear a star; nt = not tested or not shown; & = joins results of further samples. No stated cut-off is given here; in the data, active means inhibition above about 50%; inactive means the rest. An unsorted share of the library, and some 3.6% of all compounds hit somewhere here.

SMILES | mHTT CaM bind | Pf apPOL inh
Cc1nc2cc(C(=O)NCc3cccnc3)ccc2n1-c1ccc(Br)cc1 | 29 | -1
CCN1CC=C2C(C#N)=C(N)C(C#N)(C#N)C(c3cccs3)C2C1 (stereo not drawn) | 14 | 33
c1cc(CN2CCCCC2c2nncn2CC2CC2)co1 (stereo not drawn) | -3 | 1
COc1cc2oc(=O)cc(CN(Cc3ccccc3)Cc3ccccc3)c2cc1Cl | 19 | 1
O=C(NC1CCN(c2ccccc2C(=O)N2CCCC2)CC1)c1ccc(F)cc1F | 4 | -14
CC(=O)NC(CCS(C)(=O)=O)C(=O)Nc1ccc(Br)cc1 (stereo not drawn) | 1 | -11
COc1cc(CN2CCc3nc(Nc4ccccc4F)ncc3C2)cc(OC)c1OC | 15 | -4
CCCNC(=O)c1cc(=O)[nH]c2c(C)cccc12 | -3 | 0
Cc1nc(S(=O)(=O)NCc2ccc(-c3cccs3)cc2)cn1C | nt | -11
COCCC1CCN(C(=O)c2cccc(OC)c2OC)CC1 | -3 | -4
Cc1cc(=O)[nH]c(SCc2ccc(F)cc2)n1 | -5 | -6
COc1ccc(NC(=O)C2CC(=O)NC(=N)S2)c(OC)c1 (stereo not drawn) | -1 | 1
Cc1cc(C(=O)N2CCc3c(nc4cc(-c5ccccc5Cl)[nH]n4c3=O)C2)nn1C | 41 | -6
CCc1ccccc1NC(=O)C1CC(c2ccc(F)cc2)=NO1 (stereo not drawn) | -2 | -10
COc1ccccc1NC(=O)CSc1nnc(-c2ccccc2Cl)n1-n1cccc1 | -22 | -8
CC(C)NC(=O)c1ccc(OCC2CCN(C(=O)C3(c4ccccc4)CC3)CC2)cc1 | 17 | -5
Cc1cc(Cl)ccc1NC(=O)c1cccc(Cn2cncn2)c1 | -4 | -3
O=C(CCCc1ccccc1)Nc1ccc2c(c1)CCC(=O)N2 | 16 | -2
COc1ccc(Br)cc1C=Nc1cc(Br)ccc1C(=O)O | 0 | -2
Nc1ncnc(N)c1[N+](=O)[O-] | -11 | -6
Cc1cc(OCC(=O)N2CCN(c3ccccn3)CC2)cc(C)c1Br | 15 | -13
O=C(NCCCn1cccc1)c1cc(-c2ccccc2)on1 | 7 | -151
Cc1ccc(N=Cc2nc(-c3ccccc3F)oc2O)c([N+](=O)[O-])c1 | 9 | -3
CCCCN(CC)C(=O)C1CCCN(c2nccc(C)n2)C1 (stereo not drawn) | -6 | 0
Cc1ccsc1C(=O)N1CCC2(CC1)Nc1cccnc1NC2=NC(C)(C)C | 20 | 0
O=C(Nc1cccc(C(F)(F)F)c1)c1cc2cc(Cl)cc(Cl)c2oc1=O | 7 | 1
CC(CCc1ccccc1)NCC(O)c1ccc(O)c(C(N)=O)c1 (stereo not drawn) | nt | -1
COc1ccc(Nc2ncc3c(n2)CCN(Cc2cccc(F)c2)C3)cc1 | 6 | -7
CCCC12CN3CC(C)(CN(C1)C3c1ccc([N+](=O)[O-])cc1)C2=O (stereo not drawn) | 1 | 6
CCc1nnc2c(NC(=O)Cc3cccs3)cccn12 | 8 | 4
CCOc1ccc(N(CC(=O)Nc2cccnc2)S(=O)(=O)c2ccc(SC)cc2)cc1 | 1 | 2
O=C(CCN1C(=O)c2ccccc2C1=O)NCc1cccnc1 | -2&-1 | 6&-4
Cc1cc(C)n2c(SCCc3ccccc3)nnc2n1 | 3 | -5
CSc1ccc(C2C(C#N)=C(N)OC3=C2C(=O)CC(C)(C)C3)cc1 (stereo not drawn) | -4 | 0
Cc1cc2nc(Cc3ccc(OC(F)F)cc3)c(=O)[nH]c2cc1C | 7 | 2
O=C(Nc1nnc(-c2ccc(Cl)s2)o1)c1ccc(S(=O)(=O)N2CCCC2)cc1 | 5 | -56
O=C(NCc1ccccc1Cl)C1(S(=O)(=O)c2ccc(Cl)cc2)CC1 | -12 | 7
COc1cccc(C2=CC(c3cccc(OC)c3OC)n3nnnc3N2)c1 (stereo not drawn) | -6 | -8
CCn1ccc2oc(C)c(C(=O)NCC3CCCO3)c2c1=O (stereo not drawn) | -4 | 0
COc1ccc(Cl)cc1N1C(=O)C2CCCN2C1c1cccs1 (stereo not drawn) | -2 | -4

Compound profiles, as listed above. Screens in order: mHTT CaM bind | Pf apPOL inh
Entry for O=C(NCc1ccccc1Cl)C1(S(=O)(=O)c2ccc(Cl)cc2)CC1 : -12 | 7
Entry for CCOc1ccc(N(CC(=O)Nc2cccnc2)S(=O)(=O)c2ccc(SC)cc2)cc1 : 1 | 2
Entry for CSc1ccc(C2C(C#N)=C(N)OC3=C2C(=O)CC(C)(C)C3)cc1 (stereo not drawn) : -4 | 0
Entry for Cc1cc(C)n2c(SCCc3ccccc3)nnc2n1 : 3 | -5
Entry for O=C(CCN1C(=O)c2ccccc2C1=O)NCc1cccnc1 : -2&-1 | 6&-4

Remaining list, next part:
SMILES | mHTT CaM bind | Pf apPOL inh
CCOc1ccc(C=Nc2cccc(C(F)(F)F)c2)c(O)c1 | -1 | 4
O=C(NCc1ccccc1F)c1cc2n(n1)CCCN(Cc1ccccc1)C2=O | 1 | -2
CS(=O)(=O)N1CCCC2(CC(c3ccc(Cl)cc3)=CO2)C1 (stereo not drawn) | 17 | -4
CCS(=O)(=O)N1CCc2ccccc2C1 | -4 | 4
O=C(N1CCc2ccccc2C1)C12CC3CC(CC(C3)C1)C2 | -19 | 15
N#CC1=C(N)N(c2ncn[nH]2)C2=C(C(=O)CCC2)C1c1ccc(Cl)cc1 (stereo not drawn) | -5 | 1
CCOc1cc(C(=O)NN2CCOCC2)cc(OCC)c1OCC | -4 | 11
Cc1ccccc1NC(=O)N1CCC(n2cnc3c(C)cccc3c2=O)CC1 | -2 | 0
COc1ccc(Cl)cc1C(=O)NC1CC(O)C(CO)C1 (stereo not drawn) | -6 | -6
Cc1cc(=O)oc2c1c(C(F)(F)F)nn2-c1ccc(Cl)cc1 | 3 | -3

Shown as labelled records: 2 of the compounds above.
compound: COc1ccccc1NC(=O)CSc1nnc(-c2ccccc2Cl)n1-n1cccc1
  mHTT CaM bind = -22
  Pf apPOL inh = -8
compound: CC(C)NC(=O)c1ccc(OCC2CCN(C(=O)C3(c4ccccc4)CC3)CC2)cc1
  mHTT CaM bind = 17
  Pf apPOL inh = -5

Continuation.
SMILES | mHTT CaM bind | Pf apPOL inh
O=C(NCC1CCCO1)NC1(C(F)(F)F)Oc2ccc(Cl)cc2O1 (stereo not drawn) | 0 | 3
COc1ccc2cc(Br)ccc2c1CC(=O)O | 3 | -9
Cc1cccc(N2C(=O)CC(N3CCN(C)CC3)C2=O)c1 (stereo not drawn) | -3 | -5
CN1C(=O)c2cccnc2Sc2cc(NC(=O)C3CCCC3)ccc21 | 12 | -1
CC(=O)Oc1ccc(C(=O)Nc2cc(Cl)ccc2OC(C)=O)cc1 | 69* | -1
Cc1cccc(-c2nc(C3CCN(C(=O)c4ccc(F)c(F)c4)CC3)no2)c1 | 29 | 0
COc1ccccc1-c1cc(C(=O)NCc2ccccn2)n(C)n1 | 100* | -21
Cc1ccccc1N1C(N)=C(C#N)C(c2ccc([N+](=O)[O-])cc2)C2=C1CC(C)(C)CC2=O (stereo not drawn) | 5 | 1
CCc1ccc(NC(=O)CSc2nc3ccccc3[nH]2)cc1 | -3 | -4
CCCc1cnc(N2CCN(C(=O)Nc3cc(C)oc3C(F)(F)F)CC2)nc1 | nt | -9
O=C(CCSc1ccccc1)N1CC(c2nc(-c3cccc(Cl)c3)no2)C1 | 67* | -19
COc1ccc(-c2cc3nn(CC(=O)N4CCc5ccccc54)c(=O)n3c(C)n2)cc1 | -7 | -2
CSc1nc2ccc(S(=O)(=O)N(C)C)cc2s1 | -7&-7 | -8
O=C(Nc1c(O)c2ccccc2[nH]c1=O)c1ccncc1 | 0 | -69
COc1cc(OC)cc(C(=O)Nc2ccc(-c3nc4ccccc4s3)cc2[N+](=O)[O-])c1 | 0 | -4
Cc1ccccc1NC(=O)C(=O)NC1CCCC1 | -8 | 1
CC(=O)N1C(=O)C2(C(C#N)=C(N)Oc3n[nH]c(-c4cccs4)c32)c2ccccc21 (stereo not drawn) | 19 | -2
O=C(CCc1ccccc1)N1CCC(c2nc(C3CC3)n[nH]2)CC1 | 2 | 4
COc1cc(C(CN2CCCCC2)c2nc(-c3ccccc3)nn(CN3CCCCC3)c2=O)cc(OC)c1OC (stereo not drawn) | nt | 13
CC(C)OCCCNC(=O)NC1(C(F)(F)F)Oc2cc(Cl)c(Cl)cc2O1 | -5 | 2
COc1ccc(N2CCN(C(=O)c3c[nH]c(=O)n(C)c3=O)CC2)cc1 | -1 | -7
CCOc1ccccc1C(=O)Nc1nnc(COC)s1 | 4 | -4
CC(C)CCNC(=O)NCCC1CCN(C(=O)NC2CCCCC2)CC1 | -14 | -5
CCn1cnnc1C1CCCN(Cc2cn[nH]c2-c2ccccc2)C1 (stereo not drawn) | -7 | 6
O=C1C(=Cc2ccco2)Oc2cc(OC(=O)C3CCCCC3)ccc21 | 5 | 5
CCOc1ccc(N=C2C(=O)N(CN3CCN(c4ccccc4)CC3)c3ccccc32)cc1 | 3 | -1
COc1ccc(-c2nc3cccnc3n2C2CCN(C(=O)C3CCCC3)C2)cc1 (stereo not drawn) | 36 | -2
O=C(Cc1ccc(Cl)cc1)N1CCCCC1CCN1CCCCC1 (stereo not drawn) | 1 | -9
Cc1ccc(NC(=O)c2cccnc2-c2cccs2)c(C)c1 | 7 | -4
CN(C)C=CC(=O)C(c1ccccc1)c1ccccc1 | nt | -20
COc1ccc(C2SCCN2S(=O)(=O)c2ccc(C)cc2)cc1 (stereo not drawn) | -20 | -12
O=C(c1ccnc(N2CCNC(c3ccccc3)C2)c1)N1CCc2ccccc2C1 (stereo not drawn) | -3 | 1
O=C(CSc1nnc(N2CCN(c3ccc(F)cc3)CC2)s1)NCc1ccco1 | -5 | -3
COc1cccc(OCCNc2cc(N3CCN(C)CC3)ccc2[N+](=O)[O-])c1 | 11 | 0
Cc1cc([N+](=O)[O-])nn1CC(=O)Nc1cc(Oc2cccc(C(F)(F)F)c2)cc([N+](=O)[O-])c1 | 5 | -1
O=S(=O)(NCc1cc(F)cc2c1OCOC2)c1cc(S(=O)(=O)c2ccccc2)cs1 | nt | -6
CC(C)(C)c1ccc(C2=N/C(=C\c3coc4ccccc4c3=O)C(=O)O2)cc1 | -8 | -2
O=C(COc1cccc(Cl)c1)NCCc1ccccc1 | -18 | -12
O=C(NCCNc1ccc(Cl)cc1[N+](=O)[O-])c1cc(F)c(F)cc1Cl | 3 | 2
Cc1ccc(C(=O)NNC(=O)c2sc(-c3csc(C)n3)nc2C)cc1 | nt | -1
CCCC1c2cccn2CCN1C(=O)Nc1ccc(OCC)cc1 (stereo not drawn) | 10 | -4
CC1CCC(C(C)C)C(OCC(O)CN(C(C)C)C(C)C)C1 (stereo not drawn) | 3 | -1
CCOC(=O)N1CCc2c(nc(-c3ccc(C)cc3)n(CC(=O)Nc3ccccc3)c2=O)C1 | 14 | 0
Cc1ccn(CC(C)NC(=O)c2cn3ccccc3n2)n1 (stereo not drawn) | -1 | -9
Clc1cccc(-c2noc(Cc3nnc(-c4ccccc4)o3)n2)c1 | -25 | -10
CCOc1ccc(C(=O)N2CCN(c3ncccn3)CC2)cc1 | 1 | -8
CCN(CC)CCOc1c(Br)ccc2c1sc1nc3n(c(=O)c12)CCC3 | 3 | 2
COc1ccc(Oc2cncnc2-c2ccc(OCc3ccccc3)cc2O)cc1 | 0 | 4
NNC(=S)Nc1ccccc1 | 26 | nt
CN1CCC(N2CCN(C(=O)c3cc4cn(C5CCCC5)cc4s3)CC2)CC1 | 30 | -3

(next part)
SMILES | mHTT CaM bind | Pf apPOL inh
CCN(CC)S(=O)(=O)c1ccc(NC(=O)C2CC2)cc1 | -9 | 7
CC(C)CC(O)CNC(C)(C)C (stereo not drawn) | -1 | -9
CC(C)C(=O)Nc1cccc(N2CCCN(Cc3ccc(F)cc3)C2=O)c1 | 8 | -6
Clc1ccc(C=Nc2ccc3c(c2)OCCOCCOCCO3)c(Cl)c1 | 0 | 7
CCOC(=O)C1CCCN(C(=O)C2CC(=O)N(c3cccc(C)c3)C2)C1 (stereo not drawn) | 2 | -2
CS(=O)(=O)Oc1ccc2c(c1)OC(=Cc1ccc3c(c1)OCO3)C2=O | -4 | -5
COc1cc(C2C(C#N)=C(N)Oc3nc[nH]c(=O)c32)ccc1OC(C)C (stereo not drawn) | 2 | -5
Cc1ccc(-n2c(=O)c3sccc3n(CC(=O)Nc3cc(C)[nH]n3)c2=O)cc1 | 3 | 1
CCN(CC)CC(O)COCCC12CC3CC(CC(C3)C1)C2 (stereo not drawn) | 0 | 2
